SENP1 FRET inh: SENP1 (human) catalytic domain inhibition. 360,000 tested, 0.21% active. recombinant SENP1 catalytic domain, CyPet-SUMO1-YPet FRET cleavage. inhibition, % at 10 µM;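 active = inhibition at least 30% at 10 µM, raw YFP signal under a set limit, fluorescence ratio 0.5 to 1.5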;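 note: 0% = enzyme with DMSO and 100% = no enzyme wells; some results filed as inactive read as strong as hits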
Target sequence (Q9P0U3 419-644 limits assumed): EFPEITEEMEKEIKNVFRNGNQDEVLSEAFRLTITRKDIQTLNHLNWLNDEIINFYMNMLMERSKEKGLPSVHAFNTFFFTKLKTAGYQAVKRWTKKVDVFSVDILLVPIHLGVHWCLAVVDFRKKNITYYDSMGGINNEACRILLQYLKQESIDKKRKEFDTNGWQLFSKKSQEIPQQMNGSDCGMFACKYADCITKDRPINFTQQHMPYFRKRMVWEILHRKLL
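Compound: 10 µM single point, 0.5% DMSO; Test system: hSENP1 catalytic domain, recombinant; Timing: 50 min reaction at room temperature; Technique: FRET, CFP and YFP emission; Control set: no-enzyme wells low, DMSO-plus-enzyme wells high control.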
PfGluPho inh: PfG6PD (Plasmodium falciparum) enzyme inhibition | 350,000 tested, 0.78% active | inhibition, % at 20 µM | PfGluPho enzyme, NADPH resazurin-diaphorase fluorescence;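 active = inhibition reaching at least a set limit at 20 µM in the primary screen, cut at about 59% in these data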;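 note: 0% = DMSO wells with substrate and 100% = DMSO wells lacking glucose-6-phosphate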
Apaf-1 inh: blocks human Apaf-1 apoptosome activity; O14727; reconstituted apoptosome caspase-3 activity, DEVD-Rh110 fluorescence; inhibition, % at 20 µM; 330,000 tested, 0.71% active; AID 489030; active = inhibition of at least 40% at 20 µM;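 note: plate controls were DMSO wells for no effect and DEVD-CHO caspase inhibitor wells for full effect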
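Material: reconstituted apoptosome with Apaf-1, cytochrome c, caspase-9, procaspase-3, dATP. Technique: Rh110 fluorescence intensity. Buffer or medium: pH 7.5 Hepes buffer with CHAPS, BSA, DTT. Times: 30 min plus 50 min, RT.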
NLRP3 yeast inh: NALP3 inhibition in yeast. Yeast reconstituted NLRP3/ASC/caspase-1, beta-gal luminescence, 24 h. inhibition, % at 10 µM. 330,000 tested, 0.39% active;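 active = inhibition of 50% or more; inactive = inhibition below 50%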;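 note: plate controls were induced DMSO wells for no effect and uninduced yeast grown without galactose for full effect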
SENP6 inh: SENP6 protease inhibition; AID 2599; inhibition, % at 10 µM; 330,000 tested, 1.8% active; Recombinant SENP6 catalytic domain, aminoluciferin luminescence;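 active = inhibition above about 50% at the single tested dose, limit read from the data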;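 note: plate controls were DMSO wells with enzyme for no effect and DMSO wells lacking enzyme for full effect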
SENP8 block-1: SENP8 protease inhibition | purified SENP8, Z-RLRGG-aminoluciferin cleavage, luminescence | 330,000 tested, 1.2% active | AID 2540 | inhibition, % at 10 µM | Q96LD8; in the data active = inhibition above about 50%
Target sequence (Q96LD8 whole entry, looked up): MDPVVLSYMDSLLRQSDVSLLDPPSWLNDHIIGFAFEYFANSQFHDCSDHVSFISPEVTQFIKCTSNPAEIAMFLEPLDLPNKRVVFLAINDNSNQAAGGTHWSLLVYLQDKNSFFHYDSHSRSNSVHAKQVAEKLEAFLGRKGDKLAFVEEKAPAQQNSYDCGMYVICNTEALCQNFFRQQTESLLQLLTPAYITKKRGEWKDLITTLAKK
HKDC1 inh: inhibitors of human hexokinase HKDC1; Q2TB90; recombinant HKDC1, G6PDH/diaphorase resazurin coupled fluorescence; inhibition, % at 20 µM; 340,000 tested, 0.16% active; AID 493160;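 active = inhibition above about 35% when tested at 20 µM, limit read from the data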;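 note: plate controls were DMSO wells with enzyme for no effect and DMSO wells lacking enzyme for full effect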
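Test system: HK5 enzyme. Quantity: 5 µg/mL HK5 final. Reagent: glucose and ATP substrates. Schedule: 90 min reaction incubation at room temperature, dark. Technique: resazurin-to-resorufin fluorescence via G6PDH and diaphorase coupling, 525/613 nm. Control set: DMSO wells with and without enzyme mix.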
SENP7 block: blocks the human protease SENP7. Q9BQF6. recombinant SENP7, Z-RLRGG-aminoluciferin luminescence, 40 min. inhibition, % at 5 µM. 330,000 tested, 1.5% active. AID 434973;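 active = inhibition above about 50% at the single test dose, limit read from the data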;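 note: plate controls were DMSO with enzyme for no effect and no enzyme buffer wells for full effect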
Target sequence (Q9BQF6 706-1050 limits assumed): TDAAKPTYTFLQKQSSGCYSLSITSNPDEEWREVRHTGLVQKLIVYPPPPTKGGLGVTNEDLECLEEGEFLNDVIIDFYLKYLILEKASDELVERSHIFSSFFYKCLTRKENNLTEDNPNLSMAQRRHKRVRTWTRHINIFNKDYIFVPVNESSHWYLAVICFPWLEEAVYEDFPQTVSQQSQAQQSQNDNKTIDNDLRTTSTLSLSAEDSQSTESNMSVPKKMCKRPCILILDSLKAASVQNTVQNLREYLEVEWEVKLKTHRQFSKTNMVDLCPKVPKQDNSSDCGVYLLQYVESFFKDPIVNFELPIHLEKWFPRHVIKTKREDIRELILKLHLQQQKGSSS
SENP8 block-2: SENP8 (human) protease inhibition. recombinant SENP8, Nedd8 substrate fluorescence. inhibition, % at 20 µM. 360,000 tested, 0.64% active. AID 602440; in the data active = inhibition mostly above about 40%, no sharp cut-off; inactive = mostly below about 27%
The depositor's hits bear a star; i = inactive; . = not tested or not shown.

Compound,SENP1 FRET inh,PfGluPho inh,Apaf-1 inh,NLRP3 yeast inh,SENP6 inh,SENP8 block-1,HKDC1 inh,SENP7 block,SENP8 block-2
Nc1nonc1OCCOCCOCCOc1nonc1N,1,-13,5,29,-2,-12,-9,-9,5
COc1ccc(CN2CC(C(=O)NCCCN3CCOCC3)CC2=O)cc1 (stereo not drawn),2,-10,2,6,-12,1,-7,11,30
CCOC(=O)c1c(C)nc2c(c1-c1ccccc1)C(=O)CC(C)(C)C2,-6,8,-4,7,-17,-2,-9,2,-106
O=c1c2nnn(Cc3ccc(Cl)cc3)c2ncn1Cc1ccc(F)cc1,1,-4,17,13,-3,-11,-7,-12,9
CCOC(=O)CSc1nnc(CNC(=O)c2ccc(S(=O)(=O)N3CCOCC3)cc2)n1C,0,-12,0,8,-2,1,-2,8,6
Cc1[nH]c2ccccc2c1C(c1ccccn1)c1c(C)[nH]c2ccccc12,-26,10,20,4,0,3,5,10,-70
CC(C)C(C)NC(=O)COc1ccc(S(=O)(=O)N2CCOCC2)cc1[N+](=O)[O-] (stereo not drawn),1,-9,7,-2,2,-6,-9,-11,18
CC1CCCCC1NC(=O)c1ccc(NS(=O)(=O)c2ccc3[nH]c(=O)[nH]c3c2)cc1 (stereo not drawn),1,-26,4,2,-8,-6,-4,-7,10
CN(C)S(=O)(=O)N(CC(=O)Nc1ccc(F)c(F)c1)c1ccccc1,2,3,-9,11,-8,-6,-9,-2,11
Cc1cc(C)n(C(=O)c2ccc(Cn3nc(C)c(Br)c3C)o2)n1,0,-2,-2,9,-6,-1,-1,10,15
CCC(C)(C)n1nnnc1C(c1ccc(OC)c(OC)c1)N1CCN(c2ccc(OC)cc2)CC1 (stereo not drawn),0,-15,5,22,-13,-6,-3,16,6
O=C(COC(=O)c1ccc2ccccc2n1)Nc1ncc(C(F)(F)F)cc1Cl,0,-21,-18,19,-11,-10,-3,-11,10
CCCC(NC(=O)CCl)c1ccccc1 (stereo not drawn),2,4,6,-24,-9,2,-10,8,4
COc1ccc(CNC(=O)CSC(=S)N2CCCC2)cc1,1,-10,3,19,9,6,-8,-1,11
CCCn1c(=O)n(CC(=O)NCC2CCCO2)c(=O)c2c3c(sc21)COC(C)(C)C3 (stereo not drawn),-1,-4,2,1,7,2,2,11,6
COc1ccc(Oc2cnn(-c3ccccc3)c(=O)c2Br)cc1,2,-11,-16,13,-5,-6,-1,1,4
O=C(O)c1c(-c2ccc(Cl)cc2)cn2ccccc12,-2,0,-6,17,-2,-4,1,-5,-377
Cc1cc(C(=O)NC2CCCc3ccccc32)c(C)o1 (stereo not drawn),-5,0,3,1,-10,-1,-2,8,21
C#CCOc1ccc(Br)cc1/C=N/O,-1,-16,4,-9,7,-1,2,-4,17
CC(C)(C)CN1CCNC(=O)C1CC(=O)NCCN1CCCc2ccccc21 (stereo not drawn),-42,13,4,24,3,-1,-1,-2,-47

4 compounds drawn at random from those above, as already listed:
Compound,SENP1 FRET inh,PfGluPho inh,Apaf-1 inh,NLRP3 yeast inh,SENP6 inh,SENP8 block-1,HKDC1 inh,SENP7 block,SENP8 block-2
CCOC(=O)CSc1nnc(CNC(=O)c2ccc(S(=O)(=O)N3CCOCC3)cc2)n1C,0,-12,0,8,-2,1,-2,8,6
O=C(O)c1c(-c2ccc(Cl)cc2)cn2ccccc12,-2,0,-6,17,-2,-4,1,-5,-377
COc1ccc(Oc2cnn(-c3ccccc3)c(=O)c2Br)cc1,2,-11,-16,13,-5,-6,-1,1,4
O=C(COC(=O)c1ccc2ccccc2n1)Nc1ncc(C(F)(F)F)cc1Cl,0,-21,-18,19,-11,-10,-3,-11,10

Next results.
Compound,SENP1 FRET inh,PfGluPho inh,Apaf-1 inh,NLRP3 yeast inh,SENP6 inh,SENP8 block-1,HKDC1 inh,SENP7 block,SENP8 block-2
Cc1ccc(S(=O)(=O)N2CCN(C(=O)Cn3c(=O)cnc4ccccc43)CC2)c(C)c1,-13,17,-1,-1,8,2,-1,-2,-211
CC1CCCCN1C(=O)COC(=O)CNC(=O)c1ccc(Cl)cc1Cl (stereo not drawn),1,-1,-5,10,6,-3,1,6,6
CC(=O)N1CCN(S(=O)(=O)c2ccc3c(c2)OCCO3)CC1,2,8,-9,8,-11,4,-4,-6,-4
O=C1NC2(CCCCCC2)N=C1c1ccc(F)cc1,1,2,7,-14,5,-8,-3,-11,13
N=c1ccn(O)cc1CCc1ccccc1,-2,-5,.,.,.,.,-5,.,2
Cc1cccn2c(=O)nc(SCC(=O)N3N=C(c4cccs4)CC3c3ccc(F)cc3)nc12 (stereo not drawn),2,3,19,6,-8,-13,7,11,-58
COc1cccc(C(=O)NNC(=O)c2ccccc2-n2cccc2)c1,3,-12,0,16,0,3,-3,3,2
CSc1ccccc1NC(=O)CN(C)C(C)C(=O)NCc1ccc2c(c1)OCO2 (stereo not drawn),3,-6,-16,-6,-2,-2,-8,-5,15
N=c1c2c(-c3ccccc3)c(-c3ccccc3)n(Cc3ccccc3)c2ncn1CCCO,-4,5,10,18,-3,3,-4,2,11
O=C(c1ccc2c(=O)n(-c3ccccc3)c(=S)[nH]c2c1)N1CCCCC1,1,10,2,11,0,-1,-1,0,12
O=C(Nc1ccccc1N1CCOCC1)c1ccc([N+](=O)[O-])s1,0,-6,5,8,13,8,1,16,33
COc1ccc(-c2ccc(CCC(=O)O)n2C(C)C)cc1,-69,-12,2,5,8,5,10,-5,-266
CCCn1c2ccccc2c2cnn(CC(=O)NC3CCCCC3)c(=O)c21,3,-8,6,20,-3,15,2,1,-12
CCOC(=O)c1[nH]c(C)c(C(=O)OCC(=O)NC(=O)NC(C)(C)C)c1C,-1,2,12,6,27,2,-10,48,5
O=C1c2ccccc2C(=O)C1c1ccccc1F,1,0,3,-6,-24,3,-4,3,6
Cn1nc(C(F)(F)F)c(C(=O)Nc2ccc(F)cc2F)c1Sc1ccc(Cl)cc1,-1,16,4,13,-10,0,-2,-1,-30
CN(C)C(=O)CSc1nc2ccc(C(=O)c3ccccc3)cc2[nH]1,2,11,-10,30,-4,-6,5,-2,-4
COc1ccc(C(C)=O)cc1COc1ccc(Cl)c(C)c1,-1,19,-2,26,-19,4,-2,1,9
COc1ccc(-c2cc3nc(-c4ccccc4)cc(N4CCCC(O)C4)n3n2)cc1 (stereo not drawn),-15,25,-10,3,-11,-4,6,-3,-394
OC(c1ccccn1)C1CCN(Cc2nc(C(c3ccccc3)c3ccccc3)no2)CC1 (stereo not drawn),-9,0,11,10,-17,-10,-4,-7,16
COc1ccc(-c2c(C)cc3oc(=O)cc(-c4ccccc4)c3c2C)cc1OC,3,17,21,.,.,.,0,9,-1
Fc1ccc(COc2ccccc2CNc2nn[nH]n2)cc1,2,0,1,-1,-44,-3,-10,-9,8
COC(=O)CCSCC(=O)Nc1cc(C)on1,-2,-9,-5,2,1,-7,1,-22,21
CC1CCN(C(=O)COC(=O)c2ccc(Br)o2)CC1,0,8,-4,25,1,-3,-12,3,13
O=C(NCCCN1CCOCC1)c1cccc(NC(=O)c2ccccc2)c1,2,2,.,.,.,.,-3,.,13
O=C(NC1CC1)c1ccc2c(Cl)c3c(nc2c1)CCCC3,-3,20,-5,-2,-1,3,-6,1,-2
Nc1ncccc1C(=O)OCC(=O)N1CCN(S(=O)(=O)c2ccc(Cl)cc2)CC1,-8,2,3,-2,3,0,-4,3,i
Cc1ccc(-n2ncc3c(=O)n(Cc4cccnc4)cnc32)cc1,-1,-3,-16,-2,-4,-8,-2,-12,13
O=C(Cc1ncc(C(F)(F)F)cc1Cl)N1CCN(c2ccccn2)CC1,0,-26,3,5,-6,-3,-1,-6,-6
Cc1ccccc1N1C(=O)C2ON(c3ccccc3)C(c3ccco3)C2C1=O (stereo not drawn),0,2,-7,19,10,4,4,-3,10
CCOC(=O)c1c(C)[nH]c(C(=O)OCC(=O)N2CCc3ccccc32)c1C,-1,-1,11,0,-16,-2,-3,-9,16
CSc1nc(N(C)NC(=O)c2ccc(F)cc2)c2ccccc2n1,3,-15,9,-3,-10,-5,-5,4,18
CCCCn1c(SCC(=O)N2CC(C)CC(C)C2)nc2cc(S(N)(=O)=O)ccc21 (stereo not drawn),-1,26,-6,7,-13,3,6,-1,20
Cc1nc(C)c(C(=O)C2=C(O)C(=O)N(CCN3CCOCC3)C2c2ccco2)s1 (stereo not drawn),-5,-8,-8,1,-2,-2,2,3,25
COc1ccc(N(CCC(=O)NCCc2ccccc2)S(=O)(=O)c2ccc(C)cc2C)cc1,1,3,55*,19,9,0,-2,2,1
Cn1c(CCNC(=O)C2CCCCC2)nc2cc(NC(=O)c3cccs3)ccc21,1,-8,.,.,.,.,-1,.,8
COCCNC(=O)CSc1ncnc2sccc12,-4,3,8,-2,-10,-7,-2,-5,9
CCOc1ccccc1/C=C/c1onc(C)c1S(=O)(=O)N1CCC(C(=O)NC)CC1,1,-3,-4,-3,-3,6,-3,-4,-210
CCCOc1ccc(CNC(=O)Cc2cccs2)cc1,0,6,4,24,-5,-3,-6,8,18
COc1cc(C(=O)N/N=C/c2ccc(OC(=O)N3CCOCC3)cc2)cc(OC)c1OC,3,-1,2,9,-3,-8,-7,-7,12
Cc1cccc(C)c1-n1c(SCC(=O)N2CC(=O)Nc3ccccc32)nc2ccccc2c1=O,-1,9,17,7,-5,-12,-3,0,4

Assay outcomes from PubChem BioAssay.
